# From PubChem BioAssay
# IDE act: boosts human insulin-degrading enzyme activity in HEK cells | FAbeta-B cleavage, fluorescence polarization; 0% vehicle, 100% cell-free pure enzyme wells | 340,000 compounds, 0.073% hits | AID 493087 | activation, % at 5.96 µM | P14735;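 active = activation above the mean of all tested compounds plus 3 SD, set per screening campaign, cut at about 17% in these data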
# Target sequence (P14735 whole entry, looked up): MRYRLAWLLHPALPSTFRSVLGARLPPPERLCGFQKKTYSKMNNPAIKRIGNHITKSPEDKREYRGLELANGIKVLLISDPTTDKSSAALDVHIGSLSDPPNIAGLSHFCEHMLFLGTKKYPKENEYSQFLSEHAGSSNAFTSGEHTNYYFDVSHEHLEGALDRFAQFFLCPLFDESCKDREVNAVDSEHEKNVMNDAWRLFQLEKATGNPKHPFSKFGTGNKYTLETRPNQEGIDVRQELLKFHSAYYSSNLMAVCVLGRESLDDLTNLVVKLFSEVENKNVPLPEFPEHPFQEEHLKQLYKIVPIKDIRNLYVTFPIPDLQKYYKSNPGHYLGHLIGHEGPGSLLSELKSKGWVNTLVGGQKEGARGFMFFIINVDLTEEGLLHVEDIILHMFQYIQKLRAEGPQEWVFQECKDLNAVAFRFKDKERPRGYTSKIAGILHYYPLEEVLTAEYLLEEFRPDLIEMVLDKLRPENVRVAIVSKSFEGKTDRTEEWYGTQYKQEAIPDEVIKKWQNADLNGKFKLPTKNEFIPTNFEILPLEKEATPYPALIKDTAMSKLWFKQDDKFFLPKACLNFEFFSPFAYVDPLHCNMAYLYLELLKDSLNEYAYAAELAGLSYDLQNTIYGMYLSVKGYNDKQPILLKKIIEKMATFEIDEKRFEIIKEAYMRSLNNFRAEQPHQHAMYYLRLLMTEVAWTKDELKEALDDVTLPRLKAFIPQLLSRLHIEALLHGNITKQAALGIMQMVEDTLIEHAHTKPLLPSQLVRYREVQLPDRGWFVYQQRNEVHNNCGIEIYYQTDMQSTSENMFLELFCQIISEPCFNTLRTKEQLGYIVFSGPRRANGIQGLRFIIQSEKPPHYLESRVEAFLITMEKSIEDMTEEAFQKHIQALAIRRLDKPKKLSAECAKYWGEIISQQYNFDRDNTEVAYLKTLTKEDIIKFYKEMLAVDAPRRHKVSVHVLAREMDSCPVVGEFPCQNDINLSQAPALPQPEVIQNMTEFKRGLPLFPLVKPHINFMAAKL
# * marks the source's active call; other numbers are inactive results.
IDE act,SMILES
-3,CN(N=O)c1ccc(C=C2C=Cc3ccccc32)cc1
-3,Nc1nc(COC(=O)CCC(=O)c2ccccc2)nc(Nc2ccccc2)n1
-2,CC(=O)c1ccsc1-c1c(C)cc2oc(=O)cc(-c3ccccc3)c2c1C
1,CSC(=Nc1ccccc1)N=C(SCc1ccccc1)N(C)C
5,CCOC(=O)/C=C/C(=O)Nc1cc(S(=O)(=O)Nc2ccc(OC)cc2)ccc1N1CCOCC1
4,CCCCN(C(=O)C1CC(=O)N(c2ccc3c(c2)OCCO3)C1)c1c(N)n(CC(C)C)c(=O)[nH]c1=O (stereo unspecified)
8,CN(C)CC1CCC/C(=C\c2ccc(OC(=O)/C=C/c3ccc(Cl)c(Cl)c3)cc2)C1=O (stereo unspecified)
-1,CCOC(=O)C1=C(C)c2ccccc2N(C(=O)OC)C1(C)C(=O)OCC (stereo unspecified)
3,O=C(OCc1ccccc1)N1CCC2CC1c1cc(N3CCCCC3)ccc12 (stereo unspecified)
6,O=C(CCNS(=O)(=O)c1ccc(Cl)cc1)N1CCN(c2ncccn2)CC1
2,COc1cc(C=c2c3ccccc3n3c2cc(-c2ccccc2)[n+]3C)cc(OC)c1OC
3,CN1C(=O)C(CC#N)(C2(CC#N)C(=O)N(C)c3ccccc32)c2ccccc21 (stereo unspecified)
-1,O=C(COc1ccc(Br)cc1)NNC(=O)Cc1ccc(S(=O)(=O)N2CCOCC2)s1
2,CCCN1Cc2cc(OC)ccc2-c2ccccc2S1(=O)=O
8,Clc1ccc(C=NN2CCCCCC2)c(Cl)c1
5,O=C(O)C(Cc1ccc(O)c([N+](=O)[O-])c1)N1C(=O)c2ccccc2C1=O (stereo unspecified)
5,CC(=O)Nc1ccc(S(=O)(=O)NN=CCCc2ccccc2)cc1
2,O=C(COc1ccc(F)cc1)NCC1(N2CCCCC2)CCCCC1
4,O=C(NCC(=O)N1CCN(Cc2c(F)cccc2Cl)CC1)c1cccc(Cl)c1
-3,C#CCN1[C@@H]2CCN(C2)c2cc(Br)ccc2S1(=O)=O
5,CCN(CC)CCNc1ccc(C)c2sc3ccc(O)cc3c(=O)c12
0,O=C(COc1cccc(C(F)(F)F)c1)Nc1cccc(S(=O)(=O)NC2=NCCCCC2)c1
-69,O=C(NN=Cc1c(O)ccc2ccccc12)c1ccncc1
3,c1ccc(CNc2ncnc3[nH]ncc23)cc1
3,CCOC(=O)CC1(C)NC(C(=O)O)C(C)(C)S1 (stereo unspecified)
6,CC[C@@H](C)[C@H](N)C(=O)NC[C@H]1O[C@@H](n2cnc3c(N)ncnc32)[C@H](O)[C@@H]1O
3,COc1ccccc1NC(=O)NNC(=O)c1ccncc1
-15,Cc1sc2ncnc(N3CCC(C(=O)NNC(=O)COc4ccc(Cl)cc4)CC3)c2c1C
-2,CC1(C)C2CCC1(C)C(SC(=N)N)C2 (stereo unspecified)
0,CC(C)CSc1nc(N)nc2c1ncn2C1OC(CO)C(O)C1O (stereo unspecified)
9,O=C(OCC(=O)N1CCCCCC1)c1ccc(F)cc1F
3,COc1c2c(cc(O)c1C(C)=O)OC(C)(C)C=C2
3,Nc1ccc(C(=O)Nc2ccc3cc(S(=O)(=O)O)ccc3c2)cc1
-4,COc1ccc(NC(C)=O)cc1NC(=O)C1CCCN1C(=O)c1cccs1 (stereo unspecified)
3,O=C(CC(O)(CC(=O)OCc1ccccc1)C(=O)OCc1ccccc1)OCc1ccccc1
2,Nc1ccc(Cc2ccc([N+](=O)[O-])cc2)cc1
9,CCc1ccccc1Nc1nc(N)nc(COC(=O)C2CCN(C(=O)c3ccc(F)cc3)CC2)n1
5,O=C(NCc1ccccc1)c1ccc(NC(=O)C2CCCC2)cc1
-4,CCN(CC)CCNC(=O)c1ccc(NC(=O)Cc2ccc(OC)c(S(=O)(=O)N3CCOCC3)c2)cc1
-1,CC1CC2C(C(O)CC3(C)C2CCC3(O)C(=O)CO)C2(C)C=CC(=O)C=C12 (stereo unspecified)
6,C=CCn1c(=O)n(C)c2c(=O)n(C)c(=O)n(C)c21
9,O=C(Nc1ccnn1C1CCNCC1)c1ccc2c(c1)OCO2
4,CC1CC=CCC1(CO)CO (stereo unspecified)
2,COCCCNC(=O)C[C@H]1C[C@H](C(=O)N(C(C)C)C(C)C)[C@@]2(C)c3[nH]c4ccc(Cl)cc4c3CCN2C1=O
-3,O=C1CCC(C(=O)OCC(=O)N2N=C3/C(=C\c4ccccc4)CCCC3C2c2ccccc2)N1 (stereo unspecified)
1,O=C(NNC(=O)c1ccncc1)Nc1ccc(N=Nc2ccccc2)cc1
6,O=C(NNc1ccccc1)NC(Cc1ccccc1)C(=O)O (stereo unspecified)
3,COc1ccc(NC(=O)CN(C)C(=O)c2cccc(S(=O)(=O)N3CCN(c4ccc(F)cc4)CC3)c2)cc1

# Reformatted bar-delimited: entries from further up.
compound | IDE act
COc1ccc(NC(C)=O)cc1NC(=O)C1CCCN1C(=O)c1cccs1 (stereo unspecified) | -4
O=C(CC(O)(CC(=O)OCc1ccccc1)C(=O)OCc1ccccc1)OCc1ccccc1 | 3
Nc1ccc(Cc2ccc([N+](=O)[O-])cc2)cc1 | 2
CCc1ccccc1Nc1nc(N)nc(COC(=O)C2CCN(C(=O)c3ccc(F)cc3)CC2)n1 | 9
O=C(NCc1ccccc1)c1ccc(NC(=O)C2CCCC2)cc1 | 5
CCN(CC)CCNC(=O)c1ccc(NC(=O)Cc2ccc(OC)c(S(=O)(=O)N3CCOCC3)c2)cc1 | -4
CC1CC2C(C(O)CC3(C)C2CCC3(O)C(=O)CO)C2(C)C=CC(=O)C=C12 (stereo unspecified) | -1
C=CCn1c(=O)n(C)c2c(=O)n(C)c(=O)n(C)c21 | 6
O=C(Nc1ccnn1C1CCNCC1)c1ccc2c(c1)OCO2 | 9
CC1CC=CCC1(CO)CO (stereo unspecified) | 4
COCCCNC(=O)C[C@H]1C[C@H](C(=O)N(C(C)C)C(C)C)[C@@]2(C)c3[nH]c4ccc(Cl)cc4c3CCN2C1=O | 2
O=C1CCC(C(=O)OCC(=O)N2N=C3/C(=C\c4ccccc4)CCCC3C2c2ccccc2)N1 (stereo unspecified) | -3
O=C(NNC(=O)c1ccncc1)Nc1ccc(N=Nc2ccccc2)cc1 | 1
O=C(NNc1ccccc1)NC(Cc1ccccc1)C(=O)O (stereo unspecified) | 6
COc1ccc(NC(=O)CN(C)C(=O)c2cccc(S(=O)(=O)N3CCN(c4ccc(F)cc4)CC3)c2)cc1 | 3

# Additional structures follow:
IDE act,SMILES
0,CCCCN1C(=O)C(C(=O)OCc2ccccc2)CC2=C1CCCC2=O (stereo unspecified)
1,COc1ccc2[nH]c3c(c2c1)CCN1C(=O)C(CC(=O)NCc2ccc(OC)c(OC)c2)C[C@H](C(=O)N(C(C)C)C(C)C)[C@@]31C (stereo partly specified)
-2,CN(CCOc1ccc(Cl)cc1)C(=O)c1cccc(S(=O)(=O)N2CCN(Cc3ccccc3)CC2)c1
2,O=C1NC(=S)SC1=Cc1ccc(Cl)cc1
3,C#CCOCCOCCOCCNc1nc(N2CCN(C(=O)Cn3cc(CCO)nn3)CC2)nc(N2CCN(C(=O)[C@H](CCCCN)n3cc(CCCC)nn3)CC2)n1
2,COC(=O)C(C(C)C)N(Cc1cc(OC)cc(OC)c1)S(=O)(=O)CCl (stereo unspecified)
1,S=C(NCCCN1CCN(CCCNC(=S)NC2CCCCC2)CC1)NC1CCCCC1
-3,COc1ccc(CCNC(=O)c2cc(S(=O)(=O)N3CCCCCC3)ccc2OC)cc1OC
2,COc1ccc2c(C)cc(=O)oc2c1
2,COCCN(CC(=O)Nc1cccc(S(=O)(=O)N2CCCC2)c1)Cc1nc2ccccc2c(=O)[nH]1
8,CCN1C[C@@H]2[C@@H]3C(=O)N(Cc4ccccc4)C(=O)[C@@H]3[C@](Cc3ccccc3)(C1=O)N2C(=O)c1ccc(C)cc1
0,Cc1cn(CC(=O)NCC2CCCO2)c(=O)[nH]c1=O (stereo unspecified)
4,COc1ccccc1-c1sc2ccccc2c1-c1ccc(OCCN2CCOCC2)cc1
2,COc1ccc(S(=O)(=O)N2CCOCC2)cc1NC(=O)C1CCN(S(=O)(=O)c2ccc(Cl)cc2)CC1
6,C[C@@H](c1ccccc1)N1Cc2ccccc2Oc2cc(Br)ccc2S1(=O)=O
-1,COc1ccccc1C=NNC(=O)c1ccncc1
-2,COc1ccc(C2CC(=O)c3cc(OC)ccc3O2)cc1 (stereo unspecified)
1,Oc1ccc2ccccc2c1C=NNc1ccccn1
0,CC[C@]12C(=O)N(C)C[C@H]([C@@H]3C(=O)N(C)C(=O)[C@@H]31)N2C(=O)c1ccc(C)cc1
0,O=C(NC1CCN(Cc2ccccc2)C1)c1cccc(S(=O)(=O)N2CCOCC2)c1 (stereo unspecified)
-23,O=S(c1ccccc1O)S(=O)c1ccccc1O (stereo unspecified)
-8,CC(=NNC(=S)N1CCCCC1)c1cccc(C)n1
2,O=S(=O)(Cc1ccccc1)CS(=O)(=O)Cc1ccccc1
3,COCCS(=O)(=O)N(Cc1ccc(Br)cc1)[C@@H](C)C(=O)OC
2,COc1ccc(N(CC(=O)Nc2ccc3c(c2)OCCO3)S(=O)(=O)c2cccc(C)c2)cc1
-8,C=C1CC(Cn2cc(Br)c(=O)[nH]c2=O)(c2ccc(-c3ccccc3)cc2)OC1=O (stereo unspecified)
5,COc1ccc(NC(=O)c2ccc(=O)[nH]c2)cc1S(=O)(=O)N1CCOCC1
0,Nc1ncnc2c1ncn2[C@@H]1O[C@H](CNC(=O)[C@@H](N)COCc2ccccc2)[C@@H](O)[C@H]1O
4,CC(C)(C)OC(=O)N[C@H]1C=C[C@H](OC(=O)CC(=O)OCC(F)(F)F)C1
-6,O=C(c1ccc(N2CCCC2=O)cc1)N1CCN(c2cccc(C(F)(F)F)c2)CC1
-4,NC(N)=N/N=C(\N=Nc1ccccc1)c1ccc(Cl)cc1
0,CCN(CC(=O)Nc1c(F)cccc1F)C(=O)c1nc2nc(C)cc(C)n2n1
1,CC1(C)NC(=O)N(CC(=O)OCC(=O)Nc2c(Br)cc([N+](=O)[O-])cc2Br)C1=O
-2,O=C(COC(=O)c1cccc(S(=O)(=O)N2CCCC2)c1)Nc1ccccc1Cl
-5,O=C1NC(=O)C(CSc2ccccc2)(c2ccccc2)N1 (stereo unspecified)
4,c1ccc(CN2CCC3CC2c2cc(N4CCOCC4)ccc23)cc1 (stereo unspecified)
-1,O=C(O)CCC1(C(=O)O)CCC(=O)c2ccccc21 (stereo unspecified)
-1,Cc1c(NC(=O)C(C)OC(=O)c2ccc([N+](=O)[O-])cc2Cl)c(=O)n(-c2ccccc2)n1C (stereo unspecified)
2,Cc1ccc(S(=O)(=O)N2CCN(C(=O)/C=C/c3ccccc3)CC2)cc1C
-1,Cc1nc2cc3ccccc3cc2s1
0,O=C(/C=C/c1ccccc1[N+](=O)[O-])Nc1cc(S(=O)(=O)N2CCOCC2)ccc1N1CCOCC1
2,COc1cc(CNCc2ccncc2)ccc1OCC(N)=O
5,COc1ccc(-c2nnc(SCC(=O)NC3CCCCC3)n2N)cc1
3,C=CCn1c(-c2cccc(S(=O)(=O)N3CCOCC3)c2)n[nH]c1=S
-3,NC(=S)NN=CCn1cc([N+](=O)[O-])c(=O)[nH]c1=O
1,O=C1/C(=C/c2ccccc2)CN(C(=O)CCN2CCOCC2)C/C1=C\c1ccccc1
4,Cc1ccc(NC(=O)C2CC(=O)N(c3ccccc3Cl)C2)cc1S(=O)(=O)N1CCOCC1 (stereo unspecified)
1,c1ccc(CNC2CC3CCC2C3)cc1 (stereo unspecified)
1,CC(=O)c1ccc(OC(=O)Oc2ccc(C(C)=O)cc2)cc1
-1,O=C(c1ccc(Br)c(S(=O)(=O)N2CCOCC2)c1)N1CCN(C/C=C/c2ccccc2)CC1
2,CC(=O)C1N=NCC1c1ccccc1 (stereo unspecified)
1,O=C(COc1ccc(F)cc1Br)Nc1ccccc1N1CCOCC1
0,Cc1c[n+]([O-])ccc1[N+](=O)[O-]
4,O=C(CNC(=O)c1ccccc1Br)Nc1cccc(S(=O)(=O)Nc2ccccc2Cl)c1
3,Cc1ccc(S(=O)(=O)N(CC(=O)Nc2cccc(C)c2C)C(=O)N2CCN(C)CC2)cc1
1,CC(=N)c1c(O)cc(C)oc1=O

# Continuation:
IDE act,SMILES
-1,CCCN(CC(=O)Nc1ccccc1OC)C(=O)Cn1c(=O)oc2ccccc21
5,CCN(c1ccccc1)S(=O)(=O)c1ccc(OC)c(NC(=O)C2=NN(c3ccccc3)C(=O)CC2)c1
1,CCN1C(=O)[C@H]2[C@H]3CN=C(SCc4ccccc4)N3[C@@](CC)(C(=O)OC)[C@H]2C1=O
-15,COc1ccc(/C=C2/CCC(CN3CCOCC3)C2=O)cc1 (stereo unspecified)
0,NC(=S)N=Nc1c(O)[nH]c2c(Cl)cc(Cl)cc12
2,CC(Nc1ccc([N+](=O)[O-])cc1[N+](=O)[O-])c1ccccc1 (stereo unspecified)
9,COc1ccc(C2(CO)OC(CO)C(O)C2O)cc1 (stereo unspecified)
2,CCOc1ccc(CCNC(=O)COC(=O)C2CCN(S(=O)(=O)c3ccccc3)CC2)cc1OCC
0,O=C(CCCCC(=O)OCC1COCO1)OCC1COCO1 (stereo unspecified)
4,COc1cc(/C=C/CNC[C@H]2O[C@@H](n3ccc(=O)[nH]c3=O)[C@H](O)[C@@H]2O)ccc1O
5,Cn1c(=O)c2[nH]c(C(O)c3ccc(Cl)cc3)nc2n(C)c1=O (stereo unspecified)
2,Cc1ccc(S(=O)(=O)N2CCCN(Cc3nc4ccccc4c(=O)[nH]3)CC2)cc1
-1,CN(C(=O)c1cccc(NC(=O)Cc2cccc(NC(=O)C3CCN(C(=O)C4CC4)CC3)c2)c1)C1CCC1
-4,OC(C1=CC(=Cc2ccncc2)c2ccccc21)c1ccncc1 (stereo unspecified)
0,CC[C@H](C)[C@H]1CNC(=S)N1CC1CCN(CCC23CC4CC(CC(C4)C2)C3)CC1
-8,ClCCn1cnc2c(SCc3ccccc3Cl)ncnc21
-2,CC(C)(C)OC(=O)N1CCC(C(=O)Nc2ccc(C(=O)NCCc3ccccc3)cc2)CC1
-3,O=c1[nH]c(=O)n(C2CC(O)C(CO)O2)cc1I (stereo unspecified)
-1,CC(=O)Nc1ccc(NC(=O)c2ccccc2-n2cnnn2)cc1
2,COc1ccc(CC(=O)OC(C)C(=O)NC2CCCCC2C)cc1 (stereo unspecified)

# The list is partial. The share of hits here may be higher or lower than overall.
